M1 antag – human M1 muscarinic receptor antagonists, primary screen, CHO-K1 cells, Fluo-8 calcium fluorescence, 1536-well; CHO-K1 hM1, ACh EC80 antagonist; inhibition, % at 3 µM; 1.3% of 360,000 active; AID 588852, 2011;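 active means percent inhibition above its own plate's cutoff, namely the mean of that plate's compound wells plus 3 SD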;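 further: peak over basal fluorescence ratio during 140 s after agonist addition; 0% = ACh EC80 plus DMSO and 100% = DMSO alone without agonist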
Target sequence (P11229 whole entry, looked up): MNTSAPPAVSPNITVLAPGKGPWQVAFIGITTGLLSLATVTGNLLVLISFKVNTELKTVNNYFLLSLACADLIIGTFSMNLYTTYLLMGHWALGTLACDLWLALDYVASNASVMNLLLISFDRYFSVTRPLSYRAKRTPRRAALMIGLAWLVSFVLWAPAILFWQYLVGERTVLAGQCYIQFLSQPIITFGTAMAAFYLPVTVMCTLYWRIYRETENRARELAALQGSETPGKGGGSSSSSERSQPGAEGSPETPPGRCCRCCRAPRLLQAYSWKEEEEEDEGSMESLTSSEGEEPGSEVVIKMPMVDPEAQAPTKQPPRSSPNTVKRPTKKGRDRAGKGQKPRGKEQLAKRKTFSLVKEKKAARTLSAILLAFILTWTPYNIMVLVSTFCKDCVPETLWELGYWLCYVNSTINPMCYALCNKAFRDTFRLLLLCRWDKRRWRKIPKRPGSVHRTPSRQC
V1aR counter – agonists of human V1a receptor, primary screen, counter-screen for OXTR agonist project, fluorescence, CHO-V1R cells. Vasopressin V1a receptor (Homo sapiens), P37288. 0.25% of 320,000 active. Fluo-8 calcium fluorescence, agonist mode; 0% DMSO, 100% 3 nM vasopressin. AID 2797, 2010. activation, % at 3 µM;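 active means activation above the mean activation of all tested compounds plus 3 SD, per screening run, cut at about 20% in these data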;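 further: signal is peak over basal fluorescence ratio across a 100 second FLIPR read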
CHRM1 agonist – human M1 muscarinic receptor agonists, primary screen, Fluo-8 calcium fluorescence, CHO-K1 cells, HTS | CHO-K1 hM1, agonist mode; 0% DMSO, 100% acetylcholine EC100 | activation, % at 3 µM | 0.33% of 360,000 active | AID 588814, 2011;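 active means activation above the run's mean compound activation plus 3 SD, cut at about 16% in these data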;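 further: peak over basal fluorescence ratio within a 140 s kinetic read after compound addition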
CHO parental Ca – ATP-evoked calcium signal inhibitors, parental CHO, primary screen, counter-screen for OX1R antagonist project, cell-based, fluorescence, Fluo-8 calcium dye. 0.63% of 330,000 active. parental CHO-K1, ATP-induced calcium, Fluo-8 fluorescence. inhibition, % at 5.6 µM;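 active means inhibition above that plate's mean sample inhibition plus 3 SD, cut at about 26% in these data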;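 further: 0% = ATP-challenged DMSO wells and 100% = DMSO wells without ATP; some compounds past the cut are filed as inactive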
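Assay system: parental CHO cells; Read-out basis: percent inhibition of ATP-evoked calcium rise, normalized to controls; Benchmarks: ATP and no-ATP DMSO wells; Compound dosing: single nominal dose of 5.6 µM per compound; Signal: Fluo-8 calcium dye fluorescence; Also added: ATP as calcium-mobilizing challenge; Repeats: singlicate.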
OXTR potentiate – human OXTR potentiators, primary screen, fluorescence, CHO-OTR cells, Fluo-8 calcium; Oxytocin receptor (Homo sapiens), P30559; AID 2445, 2010; 0.061% of 320,000 active; activation, % at 3 µM; Fluo-8 calcium fluorescence, potentiator mode; 0% = oxytocin EC15, 100% = EC100;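 active means activation above that plate's cutoff, the mean activation of tested compounds plus 3 SD, cut at about 6.6% in these data, passing the limit was not always enough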;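 further: 100% uses oxytocin at 75 nM as the full agonist control; some results filed as inactive read as strong as hits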
Target sequence (P30559 whole entry, looked up): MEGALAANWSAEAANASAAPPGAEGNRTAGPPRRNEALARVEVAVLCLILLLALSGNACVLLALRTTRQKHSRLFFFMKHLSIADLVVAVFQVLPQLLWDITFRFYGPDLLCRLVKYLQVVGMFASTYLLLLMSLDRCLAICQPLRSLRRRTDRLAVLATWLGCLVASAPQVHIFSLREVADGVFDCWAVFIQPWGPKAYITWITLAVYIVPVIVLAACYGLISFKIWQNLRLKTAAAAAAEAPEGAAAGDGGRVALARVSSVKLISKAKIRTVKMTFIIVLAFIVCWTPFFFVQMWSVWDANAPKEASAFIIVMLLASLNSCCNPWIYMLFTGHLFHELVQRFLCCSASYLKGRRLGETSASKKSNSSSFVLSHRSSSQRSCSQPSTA
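Assay system: CHO-OTR cells, human receptor / Also added: oxytocin at about EC15, sub-maximal agonist stimulus / Dosing: single dose, 3.0 µM nominal final compound concentration / Incubation: 6 min pre-incubation, 100 s read / Technique: Fluo-8 calcium dye fluorescence / Read-out: % activation vs EC15 and EC100 oxytocin / Benchmarks: EC15 oxytocin low, 75 nM oxytocin high / Replicates: singlicate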
TAAR1 antagonist – human TAAR1 antagonists, primary screen, Fluo-8 calcium fluorescence, CHO RD-HGA16 cells; Trace amine-associated receptor 1 (Homo sapiens), Q96RJ0; antagonist; inhibition, % at 3 µM; 1.5% of 360,000 active;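 active means inhibition above a per-plate cutoff, the mean inhibition of test compounds on that plate plus 3 SD, cut at about 49% in these data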;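 further: 0% = DMSO plus EC80 beta-PEA response and 100% = DMSO alone without agonist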
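test system = CHO RD-HGA16 cells bearing hTAAR1 | replication = singlicate | controls = DMSO-only wells and EC80 β-PEA-stimulated wells | reagent = EC80 β-phenethylamine stimulus | read-out basis = percent inhibition of PEA-evoked calcium signal, max/basal emission ratio | schedule = seeding 17-24 h prior, 75-min 37 °C, 30-min RT dye loading | signal = kinetic Fluo-8 calcium fluorescence measurement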
M1 PAM – human M1 muscarinic receptor positive allosteric modulators, primary screen, CHO-K1 cells, Fluo-8 calcium fluorescence, 1536-well; Muscarinic acetylcholine receptor M1 (Homo sapiens), P11229; CHO-K1 hM1, ACh EC20; 0% = ACh EC20, 100% = maximal ACh; activation, % at 3 µM; 0.088% of 360,000 active; AID 588819, 2011; in the data active means activation above about 19%, passing the limit was not always enough
TAAR1 ag – human TAAR1 agonists, primary screen, Fluo-8 calcium fluorescence, CHO RD-HGA16 cells; Trace amine-associated receptor 1 (Homo sapiens), Q96RJ0; vehicle wells 0%, saturating PEA agonist 100%; activation, % at 3 µM; 0.99% of 360,000 active; AID 624467, 2012;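 active means activation above the mean activation of all test compounds in the run plus 3 SD, cut at about 38% in these data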
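Assay system – CHO-derived RD-HGA16 cells with stable Gα16 and human TAAR1 · Compound dosing – one-point dosing at 3 µM (nominal) · Incubation – 17-24 h seeding, 75 min 37 °C dye, 30 min RT · Measured by – kinetic Fluo-8 calcium fluorescence · Control set – DMSO vehicle as 0%, PEA at EC100 as 100% · Repeats – single well for each compound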
OXTR agonist – human OXTR agonists, primary screen, fluorescence, CHO-OTR cells, Fluo-8 calcium; Oxytocin receptor (Homo sapiens), P30559; Fluo-8 calcium fluorescence; normalized: DMSO 0%, oxytocin 100%; activation, % at 3 µM; 0.32% of 320,000 active; AID 2435, 2010;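 active means activation above the mean of all tested compounds plus 3 SD, cutoff set per screening run, cut at about 20% in these data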;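 further: peak over basal fluorescence ratio from a 100 s FLIPR kinetic read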
* marks the source's active call; other numbers are inactive results; x = not tested or not shown. Compounds as they come (roughly 3.7% active in at least one column).

SMILES	M1 antag	V1aR counter	CHRM1 agonist	CHO parental Ca	OXTR potentiate	TAAR1 antagonist	M1 PAM	TAAR1 ag	OXTR agonist
O=C(CSc1n[nH]c(=O)n1-c1ccccc1)N1CCOCC1	-2	0.1	-3	-2	-9	-12	4	4	1.0
COc1ccccc1-c1nnc(NC(=O)C(C)C)s1	7	-0.5	-4	-13	-7	5	-1	9	-1.4
Nc1cc(N)nc(CS)n1	-21	1.2	-2	-10	-6	-16	3	0	0.8
COc1ccc(N2CCN(C(=O)CN(Cc3ccc(Cl)cc3)S(C)(=O)=O)CC2)cc1	14	11	0	-18	-13	-2	-5	5	15
Cc1ccc(S(=O)(=O)NCC(c2cccnc2)N(C)C)cc1 (configuration not stated)	-4	0.1	-4	6	-12	-20	5	5	-0.2
COc1cc(OC)cc(N2CC(C)(C)C2=O)c1	-10	-1.5	-13	-14	-3	7	13	0	-1.8
Cc1ccc(N(C)C(=O)N2CCN(S(=O)(=O)c3ccc(C)c(C)c3)CC2)cc1	2	-1.2	5	-19	2	17	2	1	-1.7
O=C(COc1ccccc1F)Nc1cc(S(=O)(=O)N2CCOCC2)ccc1N1CCOCC1	-5	0.8	-4	-16	-2	-20	3	3	-0.1
Cc1nn(C(C)c2nc(-c3ccccc3)no2)c(C)c1[N+](=O)[O-] (configuration not stated)	0	2.9	-5	-9	-2	12	-1	3	-1.8
COc1ccc(N2CC(C(=O)Nc3cccnc3)CC2=O)cc1 (configuration not stated)	-12	-0.3	-3	2	0	-2	6	2	0.4
Cn1c(=O)n(C/C=C/c2ccccc2)c(=O)c2c1nc1n2CCCN1Cc1ccccc1	-3	-0.9	-3	-22	-1	21	4	1	-1.8
CCCCN(C)C(=O)C1CCN(Cc2ccc(OCc3ccccc3)cc2)CC1	41*	5.8	-6	-22	-8	-13	-21	4	8.1
C=CCOc1ccc(Br)cc1CNCC	6	-0.2	-5	-5	0	-10	-6	3	1.3
Cn1c(SCC(=O)NC2CCCCC2)nnc1-c1ccccn1	-11	0.0	-3	-2	-10	-37	13	2	-1.2
Cc1[nH]c2ccccc2c1C(=O)C(=O)Nc1ccc2c(c1)OCCO2	-11	2.8	-1	-12	-11	18	3	9	3.7
Cc1ccc(NC(=O)c2cc(-c3cc(Cl)ccc3O)n[nH]2)cc1C	-4	x	-5	x	x	-4	0	0	x
CCOc1ccc(C(CC(=O)O)NC(=O)COc2ccccc2OC)cc1OC (configuration not stated)	-1	0.3	-4	-6	-2	-17	-2	2	0.9
CC(=O)c1cccc(NC(=O)NNC(=O)c2ccc(-c3ccccc3)cc2)c1	7	0.4	-1	5	-6	-1	4	3	-1.2
COC(=O)C(Cc1ccc(O)cc1)NC(=O)c1ccccc1 (configuration not stated)	-2	7.0	-3	-10	-3	-11	3	2	2.6
O=C1Nc2ccc(Br)cc2C12NNc1ccccc1O2 (configuration not stated)	20	4.3	10	78*	-12	21	-1	22	10
Cc1ccc(S(=O)(=O)NCC(=O)N(CC(=O)NC2CCCCC2)CC2CCCO2)cc1 (configuration not stated)	5	-0.4	-4	-17	-2	14	-5	-1	-1.4
COC(=O)c1ccc(NC(=O)Cc2ccc(F)cc2)cc1	-3	1.1	-1	-7	-3	-23	9	0	2.2
CC(=O)C(=Nc1cccc(Cl)c1)NNc1ccccc1C	-7	-0.9	-7	-20	-7	0	4	11	-2.9
CC(=O)Nc1nc(CCN2C(=O)c3ccccc3C2=O)cs1	1	1.2	-2	0	-3	-17	1	2	0.1
O=C(O)CC/C(=N\Nc1ccc(Cl)cc1)c1cccs1	-3	1.4	-4	-9	-9	-4	3	0	-0.2

Later entries
SMILES	M1 antag	V1aR counter	CHRM1 agonist	CHO parental Ca	OXTR potentiate	TAAR1 antagonist	M1 PAM	TAAR1 ag	OXTR agonist
Cn1cccc1C(=O)NNC(=O)COc1ccc(C#N)cc1	-5	0.6	-3	-10	2	-11	5	5	1.2
Nn1cnc2cc3ccccc3cc2c1=O	-5	0.0	-2	-9	-2	-5	3	-1	1.9
CC(O)c1nc2ccccc2n1CC(=O)N1CCN(c2ccccc2)CC1 (configuration not stated)	-11	0.5	0	-5	-2	-29	13	1	1.6
C/C=C/c1ccccc1OCc1ccc(C(=O)O)o1	2	2.5	-1	-6	-6	14	5	9	0.8
CCC(=O)NC(c1ccccc1)c1c(O)ccc2ccccc12 (configuration not stated)	-11	4.4	-4	-8	-7	0	9	10	1.4
Cc1oc2cc([N+](=O)[O-])c(O)c([N+](=O)[O-])c2c1C(=O)c1ccc(Cl)cc1	4	0.8	-4	-9	0	-52	-5	-4	-0.6
Cc1ccc(NC(=O)CN(C)C(=O)C2CCC2)cc1	-5	x	-3	x	x	-14	5	1	x
CN1CCN(c2ncnc3c2cnn3-c2ccc(Cl)cc2)CC1	5	4.6	-3	5	-8	21	-6	14	7.0
CC1=NNC(=O)C1C(c1ccccc1)C(C#N)C#N (configuration not stated)	-10	0.5	-5	-2	-2	-5	7	2	-0.3
CCOc1ccc(C(=O)NCC(=O)N2CCN(c3ccc(C(F)(F)F)cn3)CC2)cc1	-2	5.0	0	-10	-7	-2	1	13	5.3
COc1cccc(NC(=S)N(Cc2ccccn2)Cc2ccccc2Cl)c1	5	-0.1	-6	-9	-8	-37	2	-2	-0.2
O=C(O)c1cc(S(=O)(=O)Nc2ccccc2Cc2ccccc2)ccc1Cl	1	0.8	-4	-11	-1	-10	0	5	0.2
CCCc1ccc2oc(C(=O)N3CCCC3)c(C)c2c1	-6	-0.8	-6	-8	-12	-48	1	4	-2.1
Cc1ccc(-n2c(C)nnc2SCC(=O)N(C)C2CCS(=O)(=O)C2)cc1 (configuration not stated)	6	0.6	-5	-1	1	-2	1	10	-0.6
Cc1ccc2[nH]c(=O)c(-c3nc4c(C)cccn4c3NCc3ccco3)cc2c1	-2	-0.8	-5	-21	-16	-10	-1	8	-0.9
CC1(C)Cc2c(c(N3CCOCC3)nc3sc4c(NCCN)ncnc4c23)CO1	-12	x	-5	x	x	-1	8	1	x
CCn1c(CC(=O)Nc2ccccc2)n[nH]c1=S	7	0.2	-6	14	-7	-7	-1	2	0.1
O=C(NN=C1CCCCC1)Nc1ccccc1Cl	-3	0.5	-4	-15	-6	-7	5	8	0.2
N/C(=N\OC(=O)c1cc(-c2ccccc2)nc2ccccc12)c1ccncc1	-13	0.7	-2	-4	2	-3	7	1	0.4
CS(=O)(=O)Nc1nc2ccccc2[nH]1	-4	0.7	2	-14	-11	-7	11	0	-0.7
CC(C)(C)c1ccc(OCCC(=O)Nc2cccc(S(=O)(=O)N3CCOCC3)c2)cc1	18	10	1	5	-10	-8	-6	4	3.9
COc1ccc2c(c1)c1c3n2CCN(C)C3=NCC1	-2	0.7	-2	-6	-6	15	9	3	0.5
CCOc1cc(/C=C2/C(=O)N(c3ccccc3)N=C2C)ccc1OC(=O)c1ccco1	4	-0.9	-2	-8	3	-14	8	16	-0.6
CN(C)S(=O)(=O)c1cccc(C(=O)Nc2ccc(S(=O)(=O)N3CCCC3)cc2)c1	18	3.5	-5	6	-18	16	-13	1	2.9
Cc1noc2ncc(C(=O)c3cc(F)ccc3O)cc12	2	0.3	-1	-2	-7	-3	-4	1	0.6
Cc1ccc2nc(SCC(=O)N3CCCCC3)nc(=O)n2c1	-10	0.8	-3	-4	-7	-8	4	0	-0.2
COc1ccc(OCC(=O)Nc2c(C)ccc3nsnc23)cc1	3	0.6	-2	0	-8	-15	1	4	-1.1
COc1ccc(-c2nc(CN3CCC(C(=O)NC4CCCC4)CC3)c(C)o2)cc1OC	13	0.2	-4	-1	16*	-18	-5	3	0.0

Sorted by value in M1 PAM (low to high): 3 of the compounds above
compound | M1 PAM
Cc1oc2cc([N+](=O)[O-])c(O)c([N+](=O)[O-])c2c1C(=O)c1ccc(Cl)cc1 | -5
Cc1noc2ncc(C(=O)c3cc(F)ccc3O)cc12 | -4
CCOc1cc(/C=C2/C(=O)N(c3ccccc3)N=C2C)ccc1OC(=O)c1ccco1 | 8

Screening data deposited in PubChem BioAssay by The Scripps Research Institute Molecular Screening Center.
